# SW480 rerep: A quantitative high throughput screen for small molecules that induce DNA re-replication in SW480 colon adenocarcinoma cells; SW480 DNA re-replication, Hoechst DNA content imaging, 48 h; Potency, µM (highest dose often 46.1 µM), without a hit: at the top dose re-replication activation, usual class: activators; 340,000 tested, 1.8% active; also: potency is read from the fitted curve at half-maximal effect; % of control where 0% means no effect; nearly all actives have a fitted effect of over 55% in size
#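 Treated cells incubate 48 hr (37 C, 5% CO2), are stained 40 min with Hoechst, and nuclear fluorescence is enumerated; a rise in nuclei with high DNA signal marks re-replication.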
# D3 ag: qHTS of D3 Dopamine Receptor Agonist: qHTS | D3R DiscoveRx beta-arrestin cells, luminescence, 90 min | max activation, % | 410,000 tested, 0.58% active | AID 652048, 2013; in the data active = max activation above about 30%; also: 0% is about no effect; mostly tested at two doses, the higher about 12 µM
# Target sequence (P35462 whole entry, looked up): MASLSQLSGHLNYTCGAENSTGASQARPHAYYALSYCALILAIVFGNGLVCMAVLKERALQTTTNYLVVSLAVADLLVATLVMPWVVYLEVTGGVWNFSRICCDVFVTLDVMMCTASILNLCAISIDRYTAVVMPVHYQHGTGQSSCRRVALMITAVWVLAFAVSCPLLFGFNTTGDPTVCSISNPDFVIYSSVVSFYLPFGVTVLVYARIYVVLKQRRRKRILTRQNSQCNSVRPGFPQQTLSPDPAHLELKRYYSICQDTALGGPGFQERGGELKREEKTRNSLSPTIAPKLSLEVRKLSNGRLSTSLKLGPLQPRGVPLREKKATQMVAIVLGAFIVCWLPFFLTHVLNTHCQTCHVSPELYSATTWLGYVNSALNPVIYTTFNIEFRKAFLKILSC
#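 Cells at 1500/well, incubated overnight, then treated with pinned compounds (dopamine as control) for 90 min at 37 degrees C. DiscoveRx reagent added for 30 - 60 minutes at room temperature; luminescence read.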
# KB-3-1 tox: qHTS assay for MDR1-selective chemotherapeutics: Primary screen using the parental adenocarcinoma cell KB-3-1; 400,000 tested, 1.4% active; KB-3-1 viability, CellTiter-Glo ATP luminescence, 72 h; Potency, µM (titrated, usually from 46.1 µM), for inactives: at the highest dose activity change, negative = cytotoxic, actives largely listed as cytotoxic; AID 1347075, 2019; also: potency is read from the fitted curve at half-maximal effect; % is scaled to controls: 0 for no effect and ±100 for the full control effect; nearly all actives have a fitted effect of over 60% in size
#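 Luminescent ATP read-out (CellTiter-Glo) measures survival of drug-naive KB-3-1 cells after 72 h compound exposure at 37 °C. Titration series was screened from lowest to highest concentration, with DMSO vehicle plates as background controls.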
# DRD3 antagonist: qHTS of D3 Dopamine Receptor Antagonist: qHTS. D(3) dopamine receptor (Homo sapiens), P35462. AID 652054, 2013. 360,000 tested, 2.5% active. max response, negative = inhibition, %. D3R cells, DiscoveRx beta-arrestin luminescence, antagonist mode; stronger effect = lower value; in the data active = max response below about -50%; inconclusive = no clear call, values can overlap the other calls; also: % is scaled to controls: 0 for no effect and ±100 for the full control effect; mostly tested at two doses, the higher about 12 µM
#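 Cells plated overnight at 1500 cells/well, then exposed to library compounds with dopamine controls for 90 minutes at 37 degrees C. DiscoveRx reagent added for 30–60 minutes at room temperature; luminescence read, quantitative HTS format.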
# HT1080NT lethal: qHTS for induction of synthetic lethality in tumor cells producing 2HG: qHTS for the HT-1080-NT fibrosarcoma cell line | HT-1080-NT fibrosarcoma viability, CellTiter-Glo ATP luminescence, 48 h | Potency, µM (top dose mostly 46.1 µM), without a hit: at the top dose activity, negative = less viability, most hits filed as cytotoxic | 360,000 tested, 1.6% active | AID 686970, 2013;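 also: NT is the 2HG producing partner of a matched IDH1 knockdown line; potency is read from the fitted curve at half-maximal effect; 0% = DMSO-treated cells and -100% = media-only wells without cells; nearly all actives have a fitted effect of over 55% in size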
#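 Toxicity toward the 2HG-producing NT line was scored as %Activity, normalised to DMSO and no-cell wells, from CellTiter-Glo luminescence after 48 hours' treatment.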
# KB-V1 MDR tox: qHTS assay for MDR1-selective chemotherapeutics: Primary screen using the drug-selected MDR subline cells KB-V1; Potency, µM (top dose mostly 46.1 µM), inactives show top-dose activity change, negative = cytotoxicity, hits mostly cytotoxic; KB-V1 MDR cells viability, CellTiter-Glo, 72 h; 400,000 tested, 3.4% active; AID 1347076, 2019; also: potency is read from the fitted curve at half-maximal effect; % is scaled to controls: 0 for no effect and ±100 for the full control effect; nearly all actives have a fitted effect of over 60% in size
#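 KB-V1 MDR subline cells in DMEM (phenol-red free, 10% FBS) exposed to compounds in qHTS concentration series for 72 h at 37 degrees C. Viability read by CellTiter-Glo luminescence; concentration-effect curves fitted after normalization and correction.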
# GLP1R ag: qHTS of GLP-1 Receptor Agonists | Glucagon-like peptide 1 receptor (Homo sapiens), P43220 | HEK293 GLP-1R CRE-luciferase, luminescence, 4-6 h; cells express a hypersensitive GLP-1R form | Potency, µM (highest dose often 45.6 µM), inactives show at the highest dose activation, most hits filed as activators | 380,000 tested, 0.007% active | AID 624172, 2012; also: potency is read from the fitted curve at half-maximal effect; % of control where 0% means no effect
# Target sequence (P43220 whole entry, looked up): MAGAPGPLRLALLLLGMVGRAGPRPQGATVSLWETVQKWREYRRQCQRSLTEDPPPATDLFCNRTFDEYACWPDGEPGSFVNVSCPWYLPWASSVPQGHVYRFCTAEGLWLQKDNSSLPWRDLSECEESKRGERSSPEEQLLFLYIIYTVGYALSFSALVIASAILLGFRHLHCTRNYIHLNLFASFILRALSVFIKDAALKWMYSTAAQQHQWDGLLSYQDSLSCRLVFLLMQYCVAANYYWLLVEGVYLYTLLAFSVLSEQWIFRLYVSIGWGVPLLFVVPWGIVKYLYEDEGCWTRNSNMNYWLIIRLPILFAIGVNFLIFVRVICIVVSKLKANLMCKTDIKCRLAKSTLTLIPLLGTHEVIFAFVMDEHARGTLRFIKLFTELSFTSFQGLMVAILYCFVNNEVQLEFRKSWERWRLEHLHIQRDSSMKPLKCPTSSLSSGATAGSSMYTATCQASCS
# HT1080 IDH1KD tx: qHTS for induction of synthetic lethality in tumor cells producing 2HG: qHTS for the HT-1080-IDH1KD cell line. 360,000 tested, 2% active. Potency, µM (titrated, usually from 46.1 µM), inactives show at the top dose activity, negative = toxicity, hits mostly cytotoxic. HT-1080 IDH1 knockdown viability, ATP luminescence, 48 h;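 also: potency is read from the fitted curve at half-maximal effect; 0% = DMSO wells and -100% = cell-free medium wells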
#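 Luminescent ATP read-out (CellTiter-Glo, 10 min at room temperature) after 48 h compound exposure at 37 °C gave viability of IDH1-knockdown HT-1080 cells. Activity was normalised to DMSO and cell-free wells, then fitted as concentration-response curves.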
# IL-1B inflam inh: qHTS for Inhibitors of Inflammasome Signaling: IL-1-beta AlphaLISA Primary Screen | THP-1 LPS/ATP IL-1B secretion, AlphaLISA, 16 h; stronger effect = lower value | activity change, % at 57.5 µM | 360,000 tested, 4.7% active; in the data active = activity change below about -50%; inconclusive = mostly about -30% to -49%; also: % is scaled to controls: 0 for no effect and ±100 for the full control effect
#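 Secreted IL-1B measured by AlphaLISA bead assay after 16 h compound exposure of THP-1 cells; compounds (final up to 57.5 uM) added 1 h before LPS (250 ng/mL) and ATP (1.25 mM) stimulation; lower signal means less secretion.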
# Active calls of the source: *; ? = inconclusive; nt = no result given; & = joins results of further samples; [ ] = dose if it differs, or a comment. Unless noted, calls follow the shape of the dose curve; as a rule, active = well fitted curve in the direction sought with a large enough effect; inconclusive = small, poorly fitted or top-dose-only effect, or another doubt; inactive = no such curve, though single readings can be large; an effect the other way counts as inactive or inconclusive. Hits appear at their usual frequency. About 12% of those tested had a hit in this group.
# Values run as follows: HT1080 IDH1KD tx | SW480 rerep | D3 ag | IL-1B inflam inh | KB-3-1 tox | DRD3 antagonist | HT1080NT lethal | GLP1R ag | KB-V1 MDR tox
- Clc1ccc2c(N/N=C/c3cccnc3)ccnc2c1
  ? | ? | -14 | 10 | -21% | -4 | ? | 19% | ?
- CC(C)CC(=O)CC1(O)C(=O)Nc2ccccc21 (stereo not given)
  8% | -5% | -6 | 3 | 8% | -12 | -5% | -4% | 0%
- CCOC(=O)CNC(=O)C1c2ccccc2Oc2ccccc21
  2% | 2% | 0 | -6 | -7% | 9 | -2% | 1% | -6%
- CS(=O)(=O)N1CCC(C(=O)Nc2ccc(F)cc2F)CC1
  8% | -4% | 1 | 12 | -3% | -5 | 19% | -2% | 13%
- CCN(CC)CCNC(=O)Cn1cnc2sc(C)c(S(=O)(=O)N3CC(C)CC(C)C3)c2c1=O (stereo not given)
  4% | 4% | -4 | 8 | ? | -6 | -3% | 1% | 12%
- Cc1ccc(C(=O)Oc2cc(N)n(S(=O)(=O)c3ccc(F)cc3)n2)cc1
  -17% | -3% | 15 | 4 | -4% | 9 | -21% | -3% | 2%
- CN(Cc1nc(CC2CC2)no1)CC12CC3CC(CC(C3)C1)C2
  -11% | -1% | 3 | 61 | 1% | 8 | 9% | 4% | -27%
- COc1ccc(NC(=O)c2ccc3c(c2)CCN3S(=O)(=O)c2ccccc2)cc1
  -11% | -1% | 1&-13 | -56* | ? | 7 | -19% | -2% | 10%&0%
- COc1ccc(S(=O)(=O)N(C)c2ccc(C(=O)NCc3ccco3)cc2)cc1
  7% | 1% | 10 | -8 | nt | 1 | 9% | -11% | nt
- COc1ccc(NC(=O)C2CCCN2S(=O)(=O)c2ccc3c(c2)CCC(=O)N3)cc1 (stereo not given)
  9% | -1% | 3 | 36 | 3% | 13 | 4% | 21% | 18%
- COc1ccccc1CC(=O)NNC(=O)c1cccs1
  -2% | -3% | -4 | 44 | 5% | 22 | 0% | 0% | ?
- CC(C)OC(=O)CSc1nnc(Cc2ccccc2)n1CC1CCCO1 (stereo not given)
  11% | -5% | -3 | -9 | 18% | 9 | 20% | -9% | 5%
- Cc1cc(C)c(OCCN2C(=O)NC(C)(C)C2=O)c(Cl)c1
  0% | -14% | -1 | -7 | -10% | 14 | 0% | 6% | 8%
- O=C(OCCN1C(=O)c2ccccc2C1=O)Oc1ccccc1
  2% | 0% | 18 | 10 | 3% | 6 | 1% | 5% | ?
- COc1ccccc1C(=O)NCc1n[nH]c(=S)n1Cc1ccccc1
  -2% | -6% | -3 | 5 | 4% | -8 | 9% | 3% | -3%
- CCCOc1ccc(C2C3=C(Nc4nc(N)[nH]c(=O)c42)c2ccccc2C3=O)cc1 (stereo not given)
  -21% | -13% | -9 | -55* | ? | -55* | -5% | -5% | 9%
- COc1ccccc1NC(=S)NNC(=O)c1c(Cl)c(C)nn1C
  ? | 1% | 4 | 24 | 4% | -15 | ? | -3% | 1%
- O=C(CN(Cc1ccccc1)C(=O)CCC(=O)Nc1nccs1)NCC1CCCO1 (stereo not given)
  1% | ? | -5 | 1 | -1% | -2 | -6% | 7% | 0%
- C#CCn1c(S(=O)(=O)Cc2ccccc2Cl)nc(-c2ccccc2)c1-c1ccccc1
  -7% | -4% | -5 | ? | -15% | -11 | -1% | -1% | -1%
- CN(C)NC1CCS(=O)(=O)C1 (stereo not given)
  15% | 6% | -4 | 11 | 4% | -24 | 2% | -4% | 2%
- CCNc1nc(NCC)nc(C(=O)Nc2ccccc2)n1
  1% | -4% | -17 | 17 | -19% | 28 | 13% | 2% | -23%
- CC(=O)NCCSc1ccc(S(=O)(=O)N2CCCC2)cn1
  5% | -4% | 2 | -2 | 3% | 5 | 6% | 0% | 11%
- Cc1nc2nc(SCC(=O)NCCN3CCOCC3)nn2c(C)c1Cc1ccccc1
  -2% | -2% | 2 | 16 | 4% | 11 | 0% | 0% | ?
- Nc1nnc(CCS(=O)(=O)c2ccc(Cl)cc2)s1
  3% | 2% | 0 | 6 | -4% | -16 | -2% | 0% | 8%
- O=C(O)[C@@H]1CCCN1C(=O)COc1ccc2c3c(c(=O)oc2c1)CCC3
  -1% | -9% | -11 | 4 | 0% | -22 | 3% | ? | -19%
- O=C(N/N=C/C1CC=CCC1)c1cc(-c2cccnc2)nc2ccccc12 (stereo not given)
  -25% | 2% | 1 | 26 | 12% | -4 | -26% | 10% | -2%
- Cc1nc2ccc(NC(=O)c3cccc(C(F)(F)F)c3)cc2o1
  3% | -8% | 3 | ? | ? | 22 | 2% | -5% | -21%
- CCCCCc1cc(=O)oc2c(C(CCN(CC)CC)c3cc(OC)c(OC)c(OC)c3)c(OC)cc(OC)c12 (stereo not given)
  18µM* | 1% | -35 | ? | ? | -6 | ? | 0% | -10%
- COc1ccc(-n2nc(C(=O)NCC(=O)N3CCC(C)CC3)c3ccccc3c2=O)c(OC)c1
  -17% | -6% | 14 | 11 | 20% | -4 | -21% | 6% | ?
- CC(C)(C)c1ccc(-c2nnc(NC(=O)c3ccccc3)s2)cc1
  ? | -2% | 6 | -12 | -2% | 10 | -5% | -1% | -1%
- CN(C)c1ccc(C(C(=O)NC2CCCC2)N(C(=O)c2ccco2)C2CC2)cc1 (stereo not given)
  -2% | 3% | -11 | -22 | -6% | -17 | 1% | 8% | -30%
- C/C(=C\c1ccccc1)C(=O)NC1CCSC1=O (stereo not given)
  -1% | -5% | -27 | 16 | 4% | -14 | 11%[9.24 µM] | -1% | 12%
- CCc1nc(SCc2cc(Cl)ccc2OC)n[nH]1
  -22% | -8% | 4 | -25 | 0% | 4 | 4%[9.24 µM] | 2% | -3%
- C=CCOc1ccc(/C=N/n2nnnc2N)cc1OC
  10% | -31% | -2 | -19 | 8% | -7 | 3% | 12% | 11%
- O=C1Nc2ccc([N+](=O)[O-])cc2C1(O)N1CCCCC1 (stereo not given)
  15% | -7% | 8 | -8 | 10% | ? | -2% | -2% | 3%
- COc1ccc(Br)cc1CNC(=O)C1CCCN(S(=O)(=O)N2CCC(C)CC2)C1 (stereo not given)
  -16% | nt | 1 | ? | -15% | 7 | -21% | 8% | ?
- Cc1cc([N+](=O)[O-])nn1CC(=O)NC(C)c1ccccc1 (stereo not given)
  14% | -3% | 0 | 16 | 25% | 2 | 2% | -24% | 0%
- c1ccc(OCCSc2nnc3sc4ccccc4n23)cc1
  -2% | 0% | -1 | 14 | 0% | -23 | -1% | -1% | ?
- COc1cccc(CNC(=O)C2CCC(CNc3c(N4CCC(C)CC4)c(=O)c3=O)CC2)c1 (stereo not given)
  16% | -6% | 0 | -17 | -13% | -3 | 18% | 9% | 27%
- Cc1ccc(-c2nc3ccccc3o2)cc1NC(=S)NC(=O)c1cccs1
  3% | -5% | 1 | 17 | -2% | 8 | 15% | -11% | 3%
- CCOc1ncccc1C(=O)OCC(=O)Nc1ccc(Cl)cn1
  1% | -3% | 13 | -8 | 4% | 8 | -2% | 12% | 4%
- Fc1ccc(-n2c(-c3cc(C4CC4)[nH]n3)n[nH]c2=S)cc1Cl
  1% | 3% | 4 | 9 | 0% | -25 | 9% | 2% | 2%
- CCOc1ccc(N2CC(C(=O)NCCC3=CCCCC3)CC2=O)cc1 (stereo not given)
  -17% | -5% | -10 | 15 | 3% | -12 | 1% | 0% | 13%
- COc1ccc(Br)cc1CNC(=O)c1ccc2c(c1)N(C)CCS2
  -1% | -2% | -5 | -13 | ? | -12 | -7% | 0% | 0%
- Cc1ccc(Cl)cc1-c1cc(C(=O)N2CCc3ccccc3C2)[nH]n1
  -7% | nt | -15 | ? | 0% | 0 | -2% | -5% | 0%
- CC1(C(=O)NS(=O)(=O)Cc2ccccc2C(F)(F)F)CCN1C(=O)Cc1cccs1 (stereo not given)
  0% | nt | -3 | 18 | 0% | 0 | 0% | 0% | -2%
- CCN(CC1CCCO1)C(=O)CCc1nnc(CCc2ccccc2OC)o1 (stereo not given)
  9% | 1% | 4 | 16 | nt | 7 | 10% | -4% | nt
- Cn1cnnc1SC1c2cccc3cccc(c23)C1NS(=O)(=O)c1ccc(Cl)cc1 (stereo not given)
  -2% | 3% | 15 | 11 | 7% | 3 | 0% | -2% | 12µM*
- Nc1sc2c(c1C(=O)NC1CCS(=O)(=O)C1)CCCC2 (stereo not given)
  2% | 2% | 1 | 10 | ? | 15 | 1% | 7% | 28%
- CC(=O)c1ccc(Sc2nnc(C)s2)c([N+](=O)[O-])c1
  4% | -173%[inhibitor] | 3 | -10 | -2% | 20 | -1% | 6% | 8%

# (more compounds)
# Values run as follows: HT1080 IDH1KD tx | SW480 rerep | D3 ag | IL-1B inflam inh | KB-3-1 tox | DRD3 antagonist | HT1080NT lethal | GLP1R ag | KB-V1 MDR tox
- Cc1ccc(NC(=O)c2ccc(Cl)c(N3C(=O)CCC3=O)c2)cc1
  5% | -7% | 2 | 0 | 22% | 2 | 5% | 2% | 14%
- Cc1ccccc1OCC(=O)Nc1sc2c(c1C#N)CCC2
  4% | -1% | 19 | -6 | 2% | 0 | 12% | -3% | 6%
- O=C(NCC(c1ccco1)N1CCc2ccccc2C1)c1cccc(Br)c1 (stereo not given)
  3% | 3% | -11 | -11 | -7% | 12 | 0% | -2% | ?
- O=C1NCCCN1Cc1ccc(F)cc1
  0% | -3% | 6 | 10 | 4% | -2 | 7% | 6% | 10%

# Compound activity as filed in PubChem.
